# Assay outcomes from PubChem.
# CTSL1 counter: Fasciola hepatica cathepsin L1 inhibitors, primary screen, counter-screen for PFM18AAP inhibitor project, biochemical, QFRET, fluorogenic peptide substrate. recombinant F. hepatica cathepsin L1, Z-Leu-Arg-MCA fluorescence. inhibition, % at 5.96 µM. 0.49% of 300,000 active. AID 1906, 2009;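 active = inhibition above the mean of all tested compounds plus 3 SD, set per screening campaign, cut at about 17% in these data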;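 also: 0% = plate median of test compound wells and 100% = 1 µM Z-Phe-Ala-diazomethylketone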
# proCasp3 act: activators of human procaspase-3 D3A mutant, primary screen, biochemical, absorbance, PC-3 D3A mutant, single concentration; Caspase-3 (Homo sapiens), P42574; recombinant procaspase-3 D3A, Ac-DEVD-pNA absorbance 405 nm; activation, % at 8.5 µM; 0.11% of 330,000 active; AID 463141, 2010;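 active = activation above the mean of all tested compounds plus 3 SD, cut at about 21% in these data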;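 also: 0% = DMSO alone and 100% = DMSO wells spiked with extra 5 µM PC-3 D3A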
# Target sequence (P42574 whole entry D9A/D28A/D175A): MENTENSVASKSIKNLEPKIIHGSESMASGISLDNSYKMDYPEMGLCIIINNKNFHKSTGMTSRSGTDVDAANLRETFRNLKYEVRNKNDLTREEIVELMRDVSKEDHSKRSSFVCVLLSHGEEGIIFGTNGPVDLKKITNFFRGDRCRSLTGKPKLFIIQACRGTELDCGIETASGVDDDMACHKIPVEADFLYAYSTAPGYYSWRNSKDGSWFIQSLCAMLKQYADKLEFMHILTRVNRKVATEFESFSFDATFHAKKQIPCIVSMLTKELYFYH
#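 assay system = Procaspase-3 D3A mutant | signal = absorbance at 405 nm, 0 and 120 min | times = 1 h preincubation plus 2 h reaction at 25 °C | repeats = single replicate | read-out = % activation between DMSO and enzyme-spiked controls | medium = Zinc-free HEPES saline buffer with Triton X-100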
# GRK2 inh: compounds blocking aptamer binding on GRK2 – biochemical, human GRK2, bead flow cytometry, HTS, primary screen. FAM-aptamer displacement from GRK2. Beta-adrenergic receptor kinase 1 (Homo sapiens), P25098. inhibition of aptamer binding, % at 10 µM. 0.59% of 330,000 active. AID 488847, 2010;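 active = inhibition of aptamer binding above 40%, roughly 3 SD of noise, on plates passing a quality check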;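 also: median bead fluorescence of bound FAM aptamer so fluorescent compounds give negative values; no value below 0 was filed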
# HCV core dimer: inhibitors of HCV core protein dimerization, primary screen, biochemical, TR-FRET, high-throughput; 0.33% of 300,000 active; TR-FRET GST/Flag-core106 dimerization, 1536-well; inhibition, % at 5 µM; AID 1899, 2009;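 active = inhibition above the mean of all tested compounds plus 3 SD, set per screening campaign, cut at about 45% in these data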
#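 test system = GST/Flag-tagged HCV core106 proteins | probe or stimulus = Eu donor and XL665 acceptor anti-tag antibodies | times = compound-protein-antibody incubation 4 h at 22.5 °C | signal = TR-FRET, excitation 340 nm, emission 617 and 671 nm | measure = percent inhibition of core106 dimerization signal | controls = wells lacking GST-core106 and wells with excess unlabelled core106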
# GASC-1 inh: inhibitors of GASC-1 histone demethylase, primary screen, biochemical, fluorescence, DELFIA europium. GST-JMJD2C(1-420) H3K9me3 demethylation. inhibition, % at 2.35 µM. AID 2099, 2009. 0.069% of 330,000 active. Lysine-specific demethylase 4C (Homo sapiens), Q9H3R0;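 active = more than half of a compound's replicate wells show inhibition beyond 50%, single wells judged on their own value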;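 also: signal counts dimethyl H3K9 product captured on neutravidin plate; 0% = median of DMSO wells and 100% = 0.3 times that DMSO median; strong numbers were not always called active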
# Target sequence (Q9H3R0 1-420 limits assumed): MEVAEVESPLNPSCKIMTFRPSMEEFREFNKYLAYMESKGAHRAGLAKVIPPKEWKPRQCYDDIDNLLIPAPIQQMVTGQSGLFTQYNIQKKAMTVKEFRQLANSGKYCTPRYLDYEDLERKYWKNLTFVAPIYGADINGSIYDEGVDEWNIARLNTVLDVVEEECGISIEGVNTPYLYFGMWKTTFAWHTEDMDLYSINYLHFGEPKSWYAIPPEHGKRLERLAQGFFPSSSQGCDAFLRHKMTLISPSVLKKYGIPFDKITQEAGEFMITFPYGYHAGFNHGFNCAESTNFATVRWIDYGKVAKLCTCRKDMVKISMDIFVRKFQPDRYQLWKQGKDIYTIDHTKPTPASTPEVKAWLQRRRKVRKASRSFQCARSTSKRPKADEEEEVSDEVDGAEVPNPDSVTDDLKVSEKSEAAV
# proCasp7 act: procaspase-7 activators, primary screen, counter-screen for procaspase-3 activator project, biochemical, absorbance, HTS, human. Caspase-7 (Homo sapiens), P55210. recombinant procaspase-7, Ac-DEVD-pNA absorbance 405 nm; D23A/D198A/D206A triple mutant, cannot self-cleave; scale: DMSO 0, 5 µM enzyme 100. activation, % at 8.5 µM. 0.093% of 330,000 active. AID 463210, 2010;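 active = percent activation above the screen-wide mean plus 3 SD, cut at about 25% in these data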
# Target sequence (P55210 whole entry D23A/D198A/D206A): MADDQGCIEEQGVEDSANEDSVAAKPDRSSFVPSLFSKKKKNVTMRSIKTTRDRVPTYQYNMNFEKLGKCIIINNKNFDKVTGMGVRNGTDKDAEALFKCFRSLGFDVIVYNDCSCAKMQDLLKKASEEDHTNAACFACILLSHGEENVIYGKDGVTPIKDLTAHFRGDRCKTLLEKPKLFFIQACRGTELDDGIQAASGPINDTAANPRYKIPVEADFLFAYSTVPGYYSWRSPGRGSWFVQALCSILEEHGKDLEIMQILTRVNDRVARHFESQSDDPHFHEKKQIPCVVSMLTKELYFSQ
#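 Material: Procaspase-7 triple mutant (PC-7 D3A) | Quantity: 2 µM procaspase-7 mutant as dispensed | Reagent: DEVD-pNA substrate | Times: 1 h preincubation, 2 h reaction | Technique: 405 nm absorbance of p-nitroaniline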
# PP5 inh: PP5 phosphatase inhibitors, primary screen, biochemical, fluorescence; purified PP5c, OMFP substrate fluorescence; inhibition, % at 6.7 µM; 0.18% of 320,000 active; Serine/threonine-protein phosphatase 5 (Homo sapiens), P53041; AID 1987, 2009;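 active = inhibition above the campaign's mean inhibition across all tested compounds plus 3 SD, cut at about 9.5% in these data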;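 also: 0% = DMSO only and 100% = 100 µM cantharidin control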
# VLA-4 inh: inhibition in human VLA-4 binding assay, primary screen, VLA-4 allosteric modulator project, MLPCN library, flow cytometry, VLA-4 expressing cells. 0.2% of 330,000 active. inhibition, % (about 7 µM as worked out from the volumes in the protocol). AID 2557, 2010. ligand binding flow cytometry. Integrin alpha-4 (Homo sapiens), P13612; in the data active = inhibition above about 50%
# PP1 inh: PP1-alpha phosphatase inhibitors, primary screen, counter-screen for PP5 inhibitor project, biochemical, fluorescence, OMFP substrate, single point; 0.9% of 320,000 active; AID 2235, 2010; purified PP1alpha; inhibition, % at 6.7 µM;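 active = inhibition above the mean inhibition of all tested compounds plus 3 SD, computed separately for each screening campaign, cut at about 15% in these data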
# Numbers without * were called inactive; . = not tested or not shown; & = joins results of further samples.
# Results follow in this order: CTSL1 counter, proCasp3 act, GRK2 inh, HCV core dimer, GASC-1 inh, proCasp7 act, PP5 inh, VLA-4 inh, PP1 inh
> CCCN(CCC)S(=O)(=O)c1ccc(C(=O)NCc2n[nH]c(=S)n2-c2ccc(Cl)c(Cl)c2)cc1
→ 6, 3, 5, 15, -12, 0, 0.1, -10, 1
> Cc1cnc(C)c(N2CCN(Cc3cn(C)nc3-c3cccc(Cl)c3)CC2)n1
→ -2, -13, 0, -4, -8, -5, 3.6, 3, -6
> Nc1c(C(=O)Nc2ccc3c(c2)OCCO3)nnn1Cc1ccc(F)cc1
→ -2, 2, 0, 0, -1, 8, 0.9, 17, 0
> COc1ccc(C(=O)NCC(=O)N/N=C/c2cn[nH]c2-c2ccccc2)cc1
→ -2, 3, 2, 4, -3, 11, 2.2, -14, 4
> C[C@H](NC(=O)N1CCC(Cc2ccccc2)CC1)C(=O)O
→ 0, 0, 0, -5, -4, 6, 3.0, 5, -1
> CCOc1ccc(C2C(C(=O)c3cccs3)=C(O)C(=O)N2CCN2CCOCC2)cc1 (stereo not given)
→ 10, -7, 0, 11, 4, -41, 1.2, 2, -1
> C1CCC(Nc2nc3nonc3nc2N2CCSCC2)C1
→ -1, 2, 0, 4, 18, -3, 3.1, 2, 3
> c1ccc(CCNc2nc(-c3ccncc3)nc3ccccc23)cc1
→ 6, 4, 3, 3, -4, 0, 3.6, 6, 3
> CCOc1ccc(S(=O)(=O)Nc2ccccc2SC)c2cccnc12
→ -3, -5, 0, 2, 4, 1, -0.7, -3, -2
> O=C(Nc1c2c(nn1-c1ccc(Cl)cc1)CS(=O)(=O)C2)C1CC1
→ 0, 1, 0, -14, 5, -3, 1.5, 0, -1
> Nc1ccccc1C(=O)N1CCCC1
→ -1, 6, 3, -3, -10, 2, 1.4, 0, -1
> CCC(Oc1ccc(C)cc1)C(=O)Nc1ccc(S(=O)(=O)Nc2cc(C)on2)cc1 (stereo not given)
→ 1, 9, 0, 10, 3, 1, 3.4, -9, 4
> COc1ccc(OC)c(N/C(C)=C/C(=O)c2ccc(C)o2)c1
→ 2, -1, 0, 1, -19, -7, 4.2, 15, -2
> CCCCN(C(=O)c1cc2ccccc2o1)c1c(N)n(CCC)c(=O)[nH]c1=O
→ 2, 5, 0, 7, 6, 4, 2.4, 6, 0
> CN(C)CCN(Cc1cccs1)S(=O)(=O)c1csc(C(N)=O)c1
→ -6, -9, 2, 2, 28, -1, -0.6, 6, 0
> CCC/C=C(\CCC)C(NC(=O)c1ccc(C(F)(F)F)cc1)c1ccccc1 (stereo not given)
→ 2, -8, 0, -15, 23, 4, 6.1, 11, 3
> CCOc1cc(CNc2ccc(N(C)C)cc2)cc(Br)c1OCC(=O)NC(C)(C)C
→ -5, -1, 1, -31, 1, -12, 4.2, -8, 3
> CN/S(=N/S(=O)(=O)c1ccccc1)c1ccc(C)cc1 (stereo not given)
→ -2, 4, 1, -5, 4, 8, -1.2, 19, -2
> Cc1ccc(C)c2nc(Cl)c(C3NC(=O)c4ccccc4N3)cc12 (stereo not given)
→ 2, 5, 0, 2, 0, -4, -1.7, 18, 3
> C/C=C/C(=O)OCC(=O)Nc1cc(OC)c([N+](=O)[O-])cc1C
→ -3, 3, 1, 3, -3, 17, -2.2, 5, 7
> COc1ccc(C(=O)/C=C/C(=O)N(Cc2ccc3c(c2)OCO3)C(C(=O)NC2CCCCC2)c2ccncc2)c(O)c1 (stereo not given)
→ 0, -2, 0, 20, 2, -1, 4.4, -3, 1
> COc1cc2c(cc1NC(=O)CC1SC(N3CCCC3)=NC1=O)oc1ccccc12 (stereo not given)
→ 3, 3, 0, 32, -1, 7, 2.3, 1, 1
> O=C(Cc1cccc2ccccc12)OCn1nnc2ccccc2c1=O
→ 12, -6, 0, 23, -10, 7, -5.5, -5, 6
> CCN(C(=O)CSc1nnc(C)n1-c1cccc(C)c1)C1CCS(=O)(=O)C1 (stereo not given)
→ ., 5, 2, ., -13, 6, 1.0, 4, -7
> CCOC(=O)c1c(C)[nH]c(C)c1C(=O)COC(=O)c1cccs1
→ ., -2, 22, ., 2, -5, ., 10, .
> Cc1ncc(CSc2ccc(Cl)cc2)c(CO)c1O
→ 5, -9, 0, -1, 38, -2, -0.8, 6, 1
> Cc1ccc(C)c(NC(=O)C(C)CC2COCCO2)c1 (stereo not given)
→ -3, 11, 2, -5, 7, 5, -0.3, -5, -2
> CC(C)N(CC(O)COc1ccc(CC(N)=O)cc1)CC(O)COc1ccc(CC(N)=O)cc1 (stereo not given)
→ 3, -4, 3, 5, 6, 9, -0.3, 3, 6
> CCC1(CC)C(=O)C2=C3C1[C@H](C(=O)OC)C=C(C(=O)OC)C[C@H]3n1c(=O)n(-c3ccccc3)c(=O)n1[C@H]2C (stereo not given in full)
→ -3, -2, 1, 4, -14, -4, 1.0, -8, 3
> O=C(NCCc1cscn1)C1CCC(=O)N(Cc2ccc(Cl)cc2)C1 (stereo not given)
→ 0, 7, 3, 5, 4, 9, 0.9, 7, 1
> COc1ccc(NC(=S)N2CCCC(CO)C2)c(OC)c1 (stereo not given)
→ 0, -7, 0, 7, 3, -19, 1.8, -2, -3
> COc1ccc(-c2nc(CN3CCC(C(=O)NCC4CCCO4)CC3)c(C)o2)cc1OC (stereo not given)
→ -3, 4, 0, 6, 4, 2, -0.4, 10, -3
> COC(=O)[C@H](Cc1ccccc1)NC(=O)Nc1ccc(C)cc1
→ -2, 2, 3, 1, -13, 15, -0.6, 9, -7
> CCC(C(=O)OCC(=O)Nc1c(C)n(C)n(-c2ccccc2)c1=O)c1ccccc1 (stereo not given)
→ -6, 2, 2, -2, -6, 7, -0.9, 36, -8
> CCOc1ccccc1NC(=O)Cn1c(-c2ccc(Cl)cc2)noc1=O
→ -2, 1, 0, -2, -12, 1, 0.2, 0, 0
> CC(Sc1nc2ccccc2c(=O)n1C)C(=O)NC1CCCCC1C (stereo not given)
→ 1, 1, 0, -2, 11, 2, -0.3, -8, -5
> N#C/C(=C\c1ccccc1C(F)(F)F)C(=O)Nc1ccccc1F
→ -1, 4, 1, 4, 10, -1, 0.4, 10, -2
> C[C@H](CO)N1C[C@H](C)[C@@H](CN(C)S(C)(=O)=O)Oc2c(NC(=O)Nc3ccc(C(F)(F)F)cc3)cccc2C1=O
→ ., 0, 0, ., ., 7, ., 10, .
> CC(C)[C@H](NC(=O)c1ccccc1)C(=O)OCC(=O)NCCC1=CCCCC1
→ -8, 6, 0, 2, -4, -2, 5.2, 14, 2
> Cc1nnc(SCC(=O)NCc2ccco2)n1-c1ccc(F)cc1
→ -1, 5, 0, -4, -3, -1, 2.4, 14, -2
> CCOC(=O)c1cnc2ccc(C)cc2c1NCCN1CCOCC1
→ 2, 0, 1, -2, 5, 7, 1.6, 38, 1
> Cc1ccc(S(=O)(=O)N(C)C)cc1NC(=S)NC(=O)C12CC3CC(CC(C3)C1)C2
→ 2, 1, 0, 6, 0, -6, -0.2, 14, -1
> CCOc1ccc(CCNC(=O)COC(=O)/C=C/c2ccccc2OC)cc1OCC
→ -3, -3, 0, 4, -10, 1, 1.8, 12, -1
> COc1ccccc1N(C)C(=O)c1cc(S(=O)(=O)N2CCc3ccccc32)cn1C
→ 3, 1, 0, 4, -1, 14, 0.9, -13, 1
> COc1ccc(CN2C(=O)NC3(CCCCCC3)C2=O)cc1F
→ -2, -5, 2, -2, -1, 2, 2.9, 1, -2
> S=c1[nH]nc2n1CCCN2
→ 1, 2, 0, 1, 14, 0, -0.2, 27, -2
> CN1CCN(C(=O)/C=C/c2cn(-c3ccccc3)nc2-c2ccc3c(c2)OCCO3)CC1
→ 1, 6, 0, -1, 2, -2, 3.6, -6, -1
> CO/N=C(\C)C(Cc1ccc(Cl)nc1)Cc1ccc(Cl)nc1
→ 5, 4, 0, -9, 9, -5, -1.2, -4, 1
> Cc1ccc(S(=O)(=O)N2CCN(CC(=O)N/N=C\c3ccc(Cl)c([N+](=O)[O-])c3)CC2)cc1
→ 3, -1, 0, -4, -9, 0, 3.5, 1, 4
> Cc1cc(NC(=O)CSc2nc(N)c(NC(=O)c3ccccc3F)c(=O)[nH]2)no1
→ -4, -14, 0, -3, -6, 9, -0.4, -67, -4
> COc1ccc(C2Nc3ccccc3C(=O)N2Cc2ccco2)cc1CN1C(=O)c2ccccc2C1=O (stereo not given)
→ -11&-2, -7&-2, 0&1, 13&23, -5&1, 0&2, 3.2&5.1, 1&-3, 5&1
> COc1ccc(C(CNC(=O)c2cccn2C)N2CCOCC2)cc1 (stereo not given)
→ ., 1, 0, ., 7, -7, 0.0, -21, 1
> O=C(Nc1ccc(C(=O)O)cc1)Nc1ccc([N+](=O)[O-])cc1
→ 5, 5, 1, 2, 8, -1, -0.3, 16, 0
> CCOC(=O)N1CCN(C(=O)C(C)NC(=O)c2ccco2)CC1 (stereo not given)
→ -5, -1, 0, 2, -4, -4, 0.7, 6, 0
> Nn1c(SCC(=O)NC2CCCCC2)nnc1-c1ccccc1F
→ ., 6, 0, ., 5, 3, 0.6, 4, -4
